EPAC1 agonist: agonists of human EPAC1. AID 720707. EPAC1 agonist qHTS, biochemical assay; response scale: 100% = response to 6.5 mM cAMP. actives 0.073% (n = 360,000). Potency, µM (top dose mostly 154 µM), inactives show top-dose activation, hits mostly activators. O95398; also: potency is read from the fitted curve at half-maximal effect; nearly all actives have a fitted effect of over 60% in size
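EPAC1 100 nM, Rap1B–BODIPY-GDP 250 nM, unlabeled GDP 50 uM; compound titration; 5 min RT; kinetic read ex480/em540 at 5-min intervals ×30 min; data normalized to 6.5 mM cAMP agonist control.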
PLK1 PBD block: inhibitors of human PLK1 polo-box domain binding. P53350. Plk1 PBD binding of FITC phosphopeptide, fluorescence polarization. Potency, µM, for inactives: max response, negative = inhibition, most hits filed as inhibitors. actives 2.8% (n = 360,000). AID 720504; also: potency is read from the fitted curve at half-maximal effect; series mostly up to about 57 µM; % is scaled to controls: 0 for no effect and ±100 for the full control effect; nearly all actives have a fitted effect of over 65% in size
EPAC1 antagonist: antagonists of human EPAC1; O95398; EPAC1 GEF assay, Rap1b-BODIPY-GDP exchange fluorescence; Potency, µM (highest dose often 115 µM), without a hit: at the highest dose activity change, negative = inhibition, usual class: inhibitors; actives 0.14% (n = 360,000); AID 720709;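 also: potency is read from the fitted curve at half-maximal effect; plate controls were vehicle for no effect and positive control for full effect; nearly all actives have a fitted effect of over 50% in size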
WRN inhibitor: inhibitors of human WRN helicase; WRN helicase unwinding, fluorescent forked duplex, kinetic; AID 651768; Potency, µM (top dose mostly 114 µM), for inactives: at the highest dose activity change, negative = inhibition, hits mostly inhibitors; actives 0.46% (n = 360,000); also: potency is read from the fitted curve at half-maximal effect; % is scaled to controls: 0 for no effect and ±100 for the full control effect; nearly all actives have a fitted effect of over 55% in size
Target sequence (Q14191 whole entry, looked up): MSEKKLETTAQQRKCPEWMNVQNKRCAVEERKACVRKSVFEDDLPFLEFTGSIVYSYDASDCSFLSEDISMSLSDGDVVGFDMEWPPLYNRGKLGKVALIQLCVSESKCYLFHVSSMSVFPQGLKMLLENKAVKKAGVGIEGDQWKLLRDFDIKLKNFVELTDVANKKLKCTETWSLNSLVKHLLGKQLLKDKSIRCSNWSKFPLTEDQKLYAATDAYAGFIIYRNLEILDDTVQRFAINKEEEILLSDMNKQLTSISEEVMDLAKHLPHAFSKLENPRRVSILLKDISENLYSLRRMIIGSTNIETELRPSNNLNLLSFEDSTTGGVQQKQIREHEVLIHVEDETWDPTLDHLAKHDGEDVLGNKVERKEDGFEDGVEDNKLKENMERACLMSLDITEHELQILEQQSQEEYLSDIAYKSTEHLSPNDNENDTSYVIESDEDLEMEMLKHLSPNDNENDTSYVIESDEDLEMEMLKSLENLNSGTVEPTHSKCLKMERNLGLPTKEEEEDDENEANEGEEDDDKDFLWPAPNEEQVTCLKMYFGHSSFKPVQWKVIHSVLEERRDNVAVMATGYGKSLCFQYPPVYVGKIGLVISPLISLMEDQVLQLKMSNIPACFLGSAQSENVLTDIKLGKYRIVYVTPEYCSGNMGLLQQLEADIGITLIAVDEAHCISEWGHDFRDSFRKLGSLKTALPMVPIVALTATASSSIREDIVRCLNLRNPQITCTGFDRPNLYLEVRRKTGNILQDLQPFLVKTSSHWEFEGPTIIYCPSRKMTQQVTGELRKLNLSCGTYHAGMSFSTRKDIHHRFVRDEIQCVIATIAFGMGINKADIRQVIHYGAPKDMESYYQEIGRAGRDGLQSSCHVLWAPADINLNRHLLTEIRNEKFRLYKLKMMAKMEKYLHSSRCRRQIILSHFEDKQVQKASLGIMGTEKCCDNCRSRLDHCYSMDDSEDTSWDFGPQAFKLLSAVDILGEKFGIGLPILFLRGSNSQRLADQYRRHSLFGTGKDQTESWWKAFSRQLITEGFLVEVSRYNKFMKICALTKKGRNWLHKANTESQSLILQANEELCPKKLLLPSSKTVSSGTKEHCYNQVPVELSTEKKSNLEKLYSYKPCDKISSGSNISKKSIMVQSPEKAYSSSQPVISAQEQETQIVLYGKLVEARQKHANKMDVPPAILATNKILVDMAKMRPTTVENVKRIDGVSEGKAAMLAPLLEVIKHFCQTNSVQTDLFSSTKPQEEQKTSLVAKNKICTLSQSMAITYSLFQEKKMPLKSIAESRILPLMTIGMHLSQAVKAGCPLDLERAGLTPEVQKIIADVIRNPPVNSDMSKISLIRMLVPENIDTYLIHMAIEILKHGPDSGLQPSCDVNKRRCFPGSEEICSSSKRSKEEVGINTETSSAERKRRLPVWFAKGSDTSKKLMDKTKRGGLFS
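Screening of the MLSMR collection measured strand separation of a quenched forked DNA duplex (100 nM) by 20 nM WRN with 2 mM ATP, all final. Compounds were preincubated with enzyme 15 min at room temperature.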
CCT chaperon mod: changes cytosolic chaperonin activity; purified chaperonin ATPase assay, HTRF ADP detection, 30 min; activity change, % (concentration not given with the values), hits read low; actives 0.3% (n = 360,000); in the data active = activity change below about -30%; also: % is scaled to controls: 0 for no effect and ±100 for the full control effect
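First, chaperonin was dispensed at 40 nM or 20 nM final depending on batch activity. Next, compounds were pinned at 76 uM and ATP added at 10 uM. After 30 min at 37 °C, ADP detection reagents ran 30 min at ambient temperature.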
PI5P4Ka inh: blocks human PI5P4K alpha kinase activity; P48426; PI5P4Kalpha enzyme, ADP-Glo luminescence, 60 min; active compounds read low; max response, %; actives 1.2% (n = 330,000); active = max response of -50% or lower; inconclusive = between -30% and -50%; inactive = -30% or higher; also: value at the top dose of about 77 µM; % is scaled to controls: 0 for no effect and ±100 for the full control effect
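Compounds were pin-transferred onto PI5P4Kalpha and substrate in HEPES pH 7.4 buffer with EGTA, CHAPS and 5% DMSO. ATP (5 microM final) started the reaction, which ran 60 minutes at room temperature before ADP-Glo detection.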
EPAC2 antag: EPAC2 (human) antagonism; actives 0.18% (n = 360,000); Potency, µM (titrated, usually from 114 µM), for the others: at the highest dose activity, negative = inhibition, most hits filed as inhibitors; EPAC2 GEF exchange of Rap1B-BODIPY-GDP, fluorescence; also: potency is read from the fitted curve at half-maximal effect; % is scaled to controls: 0 for no effect and ±100 for the full control effect; nearly all actives have a fitted effect of over 45% in size; many of its hits are not listed in these tables
MmCpn inh: M. maripaludis TRiC chaperonin inhibition; Potency, µM (highest dose often 76.9 µM), inactives show at the highest dose activity, negative = inhibition, most hits filed as inhibitors; actives 0.031% (n = 330,000); purified Mm-Cpn ATPase, ADP Transcreener TR-FRET; also: potency is read from the fitted curve at half-maximal effect; % is scaled to controls: 0 for no effect and ±100 for the full control effect; nearly all actives have a fitted effect of over 80% in size
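Eu-cryptate anti-ADP/ADP-d2 competition gives a ratio inversely related to ADP. Enzyme at 25 nM was pre-exposed to compound for 10 min, then given 10 uM ATP for 30 min, 37°C throughout.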
The depositor's hits bear a star; ? = inconclusive; . = not tested or not shown; [ ] = remark or other dose. Unless noted, calls follow the shape of the dose curve; as a rule, active = well fitted curve in the direction sought with a large enough effect; inconclusive = small, poorly fitted or top-dose-only effect, or another doubt; inactive = no such curve, though single readings can be large; an effect the other way counts as inactive or inconclusive. This is a subset. The share of hits here may be higher or lower than overall.

1	Cc1ccc(C(C)C)cc1NC(=O)Nc1ccc([N+](=O)[O-])cc1
2	O=C1/C(=C/c2ccncc2)CCC/C1=C\c1ccncc1
3	C[C@H]1CN([C@@H](C)CO)C(=O)c2cccc(NC(=O)C3CC3)c2O[C@H]1CN(C)Cc1ccc(-c2ccccc2)cc1
4	NC(=O)c1cccc(-c2ccnc3c2CC(C(=O)NCc2ccc(F)c(F)c2)O3)c1 (centres undefined)
5	CCC(C(=O)NCCc1ccc(C)cc1)n1nc(C)c2c(C)n(-c3ccccc3)nc2c1=O (centres undefined)
6	CC1CC(C)CN(CCCNC(=O)C2CCC(=O)N2C2CCCC2)C1 (centres undefined)
7	O=C(NC(=S)NNC(=O)c1ccccc1O)c1cccnc1
8	CCCn1c(SCC(=O)NCCc2ccccc2)nnc1C(C)C

Assay by compound,1,2,3,4,5,6,7,8
EPAC1 agonist,-1%,1%,-7%,-5%,-10%,1%,5%,5%
PLK1 PBD block,4%,21µM*,-21%,-7%,8%,1%,?,-8%
EPAC1 antagonist,-5%,-11%,-5%,-11%,-16%,10%,-25%,-3%
WRN inhibitor,-8%,?,-33%,4%,-8%,-15%,-3%,-6%
CCT chaperon mod,-0.2,-3.2,11,0.0,1.5,1.9,-8.9,-1.3
PI5P4Ka inh,5,-8,5,-7,6,.,-1,0
EPAC2 antag,-1%,16%,-16%,-1%,1%,14%,4%,4%
MmCpn inh,2%,-1%,-7%,.,-1%,3%,-1%,0%

9	CCOc1cc(/C=C2/C(=O)ON=C2C)ccc1OCc1ccc(F)cc1
10	COc1ccc(-c2cc(C(F)(F)F)nc(SCC(=O)N(C)Cc3cnn(C)c3C)n2)cc1OC
11	CCOC(=O)C1(Cc2ccccc2)CCN(Cc2cnn(CC)c2)CC1
12	c1ccc(CSc2ncnc3c2sc2nc(N4CCOCC4)c4c(c23)CCCC4)cc1
13	CCC(=O)Nc1c(-c2ccc(OC)cc2)c(=O)c2ccccc2n1C
14	CCOC(=O)c1oc2ccc(S(=O)(=O)n3nc(-c4cc(OC)c(OC)c(OC)c4)cc3N)cc2c1C
15	COc1ccc(CCNC(=O)c2cccc(-n3cnnn3)c2)cc1
16	CN(C)S(=O)(=O)c1ccc(NC=O)cc1

Assay by compound,9,10,11,12,13,14,15,16
EPAC1 agonist,23%,-13%,2%,6%,-7%,-1%,-4%,-7%
PLK1 PBD block,?,-8%,-8%,-1%,-4%,0%,3%,-3%
EPAC1 antagonist,9%,-3%,-1%,16%,0%,-20%,4%,-10%
WRN inhibitor,-16%,-1%,7%,2%,2%,1%,8%,-1%
CCT chaperon mod,-0.5,-0.7,-1.1,-1.7,1.8,0.0,2.4,-2.2
PI5P4Ka inh,.,-6,0,-8,2,2,-1,12
EPAC2 antag,6%,17%,0%,-2%,4%,5%,1%,8%
MmCpn inh,-1%,-2%,4%,-2%,1%,-1%,2%,-1%

Overlap with the part before: 3 entries, followed by the next part.
14	CCOC(=O)c1oc2ccc(S(=O)(=O)n3nc(-c4cc(OC)c(OC)c(OC)c4)cc3N)cc2c1C
15	COc1ccc(CCNC(=O)c2cccc(-n3cnnn3)c2)cc1
16	CN(C)S(=O)(=O)c1ccc(NC=O)cc1
17	Cc1ccc(C(=O)N2CCN(CCNC(=O)C(=O)NCc3ccc(Cl)cc3)CC2)cc1
18	O=C(COC(=O)c1cnccn1)NCCc1ccc(Cl)cc1Cl
19	C/C(=N\NC(=O)c1nnn(-c2nonc2N)c1CSc1ccccc1)c1ccco1
20	O=C(Nc1ccc(OC(F)(F)F)cc1)c1cnccn1
21	CC1(c2nnc(-c3cccc(Cl)c3)o2)CC(c2cccc([N+](=O)[O-])c2)=NO1 (centres undefined)
22	O=C(NCc1ccco1)C(c1ccc(F)cc1)N(Cc1cccnc1)C(=O)Cn1nnc2ccccc21 (centres undefined)
23	CCOC(=O)C1CCCN(C(=O)COC(=O)c2cccs2)C1 (centres undefined)
24	COc1cc2c(cc1OC)C(c1ccccc1C(F)(F)F)CC(=O)N2 (centres undefined)

Assay by compound,14,15,16,17,18,19,20,21,22,23,24
EPAC1 agonist,-1%,-4%,-7%,7%,-5%,-2%,-3%,-11%,11%,-3%,5%
PLK1 PBD block,0%,3%,-3%,-22%,-5%,-5%,-1%,-16%,-4%,3%,-9%
EPAC1 antagonist,-20%,4%,-10%,2%,-10%,-7%,6%,-5%,5%,-8%,2%
WRN inhibitor,1%,8%,-1%,-3%,-7%,-5%,-7%,-1%,9%,-18%,8%
CCT chaperon mod,0.0,2.4,-2.2,0.9,-2.9,-3.0,-0.7,-4.2,0.0,-1.9,3.1
PI5P4Ka inh,2,-1,12,-1,-1,1,-2,-2,-1,-6,-9
EPAC2 antag,5%,1%,8%,2%,-6%,-9%,1%,0%,8%,6%,-29%
MmCpn inh,-1%,2%,-1%,0%,-6%,-2%,2%,0%,-1%,-1%,-1%

25	N#CCOc1nc(N2CCOCC2)nc(N2CCOCC2)n1
26	O=C(NCCCc1ccccc1)Nc1ccccc1
27	CC1CCc2c(nc3ncnn3c2NCCc2ccccc2F)C1 (centres undefined)
28	Cc1nc(CC(=O)O)c(-c2ccccc2)s1
29	CC(Nc1nc(-c2ccc(F)cc2)cs1)c1nc2cc(C(F)(F)F)ccc2n1CCOCCO (centres undefined)
30	COc1ccc(/C=C/C(=O)NC(=S)N2CCCCC2)cc1OC
31	CCOc1ccc(-c2nnc(SCC(=O)N3CCN(c4ccccc4)CC3)o2)cc1
32	COc1cc(NC(=O)c2ccc([N+](=O)[O-])o2)ccc1NC(=O)c1ccco1

Assay by compound,25,26,27,28,29,30,31,32
EPAC1 agonist,8%,-4%,0%,-1%,-1%,0%,-4%,14%
PLK1 PBD block,-9%,-4%,-2%,-4%,2%,-1%,-1%,3%
EPAC1 antagonist,2%,14%,7%,1%,4%,?,8%,8%
WRN inhibitor,4%,6%,-8%,1%,2%,0%,7%,5%
CCT chaperon mod,-2.9,2.7,-2.5,0.7,-0.7,-4.8,1.5,-1.7
PI5P4Ka inh,-5,-3,0,-5,-2,7,2,-1
EPAC2 antag,0%,3%,-8%,-4%,10%,-3%,9%,-6%
MmCpn inh,-1%,0%,-4%,1%,.,-3%,-1%,0%

Shown as labelled records: part of the list above.
25. N#CCOc1nc(N2CCOCC2)nc(N2CCOCC2)n1
  EPAC1 agonist: 8%	PLK1 PBD block: -9%	EPAC1 antagonist: 2%	WRN inhibitor: 4%	CCT chaperon mod: -2.9	PI5P4Ka inh: -5	EPAC2 antag: 0%	MmCpn inh: -1%

26. O=C(NCCCc1ccccc1)Nc1ccccc1
  EPAC1 agonist: -4%	PLK1 PBD block: -4%	EPAC1 antagonist: 14%	WRN inhibitor: 6%	CCT chaperon mod: 2.7	PI5P4Ka inh: -3	EPAC2 antag: 3%	MmCpn inh: 0%

Returning to the listing; the two compounds before the break are reprinted first.
31	CCOc1ccc(-c2nnc(SCC(=O)N3CCN(c4ccccc4)CC3)o2)cc1
32	COc1cc(NC(=O)c2ccc([N+](=O)[O-])o2)ccc1NC(=O)c1ccco1
33	O=C1c2cc(N3CCCC3)c([N+](=O)[O-])cc2C(=O)N1c1ccccc1
34	O=C(CCSc1ccccc1)NCCN1CCOCC1
35	CCOc1ccccc1C(=O)OCC(=O)Nc1nnc(-c2ccccc2)o1
36	COc1ccc(OC(C)=O)c(C2c3cc(OC)c(OC)cc3CCN2C(C)=O)c1 (centres undefined)
37	CC(=O)N1c2ccc(S(=O)(=O)NCCC(=O)NCCc3ccc(C)cc3)cc2CC1C (centres undefined)
38	O=C(c1ccccc1)N1CCN(c2ncccn2)CC1
39	CC(=O)NCCN1C(=O)C2C3c4ccccc4C(c4ccccc43)C2C1=O (centres undefined)
40	Cc1cc(=O)[nH]c(SCC(=O)NNC(=O)Cc2ccccc2)n1

Assay by compound,31,32,33,34,35,36,37,38,39,40
EPAC1 agonist,-4%,14%,5%,5%,20%,-4%,11%,7%,-2%,0%
PLK1 PBD block,-1%,3%,-2%,?,-7%,-2%,30µM*,4%,3%,5%
EPAC1 antagonist,8%,8%,3%,14%,-12%,12%,-19%,3%,12%,-23%
WRN inhibitor,7%,5%,-17%,5%,-30%,-1%,-1%,11%,10%,11%
CCT chaperon mod,1.5,-1.7,-20,0.6,2.3,-0.9,1.5,-2.5,1.0,0.7
PI5P4Ka inh,2,-1,-4,.,-19,.,-5,-1,1,2
EPAC2 antag,9%,-6%,-2%,7%,0%,7%,4%,5%,13%[57.1 µM],-5%
MmCpn inh,-1%,0%,1%,-2%,4%,0%,-4%,0%,0%,-2%

41	Nc1ccc(C(=O)N/N=C/c2cn(Cc3cccc(F)c3)c3ccccc23)cc1
42	CC(C)NC(=O)CSc1nc(-c2ccccc2)cs1
43	O=C(CSc1ccc2nnc(-c3ccccn3)n2n1)Nc1ccc(F)cc1F
44	CSc1nc(NCC(C)C)c2c3c(sc2n1)CN(C)CC3
45	COC(=O)C1=NNC2(c3ccc(C)cc3)C(=O)N(c3cccc(C)c3C)C(=O)C12 (centres undefined)
46	COc1ccc(-c2cc(C(=O)Nc3ccc(S(=O)(=O)Nc4onc(C)c4C)cc3)c3ccccc3n2)cc1
47	COc1ccc(NC(=O)c2ccc(-c3nn(C)c(=O)c4ccccc34)cc2)cc1
48	CC(=O)c1cccc(NC(=O)NN2CCN(C)CC2)c1

Assay by compound,41,42,43,44,45,46,47,48
EPAC1 agonist,13%,5%,1%,2%,-3%,-3%,5%,8%
PLK1 PBD block,3%,-5%,-8%,-13%,-11%,?,-4%,-1%
EPAC1 antagonist,-12%,4%,-20%,5%,-17%,?,-17%,0%
WRN inhibitor,-12%,0%,?,-5%,-2%,-12%[11.6 µM],-9%,-5%
CCT chaperon mod,-2.8,2.0,-0.8,-0.3,-1.1,-0.6,0.7,1.0
PI5P4Ka inh,-20,3,-1,.,-5,-11,-7,6
EPAC2 antag,12%,4%,-3%,7%,-6%,-3%,-4%,-4%
MmCpn inh,1%,1%,?,-4%,3%,0%,0%,1%

49	Cc1cc(C)cc(N2C(N)=NC(N)=NC2c2ccccc2F)c1 (centres undefined)
50	Cc1nc(N2CCOCC2)nc(N2CCCCC2C)c1[N+](=O)[O-] (centres undefined)
51	CCC(C)[C@H]1CNCCN1CC1(c2ccccc2)CC1 (some centres undefined)
52	CCCCn1nnnc1C1(C)CCC(=O)N1Cc1cccnc1 (centres undefined)
53	Cc1cccc(NS(=O)(=O)Cc2ccccc2)c1C

Assay by compound,49,50,51,52,53
EPAC1 agonist,-14%,-1%,10%,4%,3%
PLK1 PBD block,4%,-7%,-2%,-1%,-5%
EPAC1 antagonist,-7%,-7%,-1%,-11%,-14%
WRN inhibitor,-1%[57.1 µM],2%,14%,-1%,-6%
CCT chaperon mod,2.3,-0.7,-2.2,0.7,-1.4
PI5P4Ka inh,-2,0,-3,1,12
EPAC2 antag,5%,-18%,15%,0%,-2%
MmCpn inh,-2%,3%,-5%,.,-18%

Compound activity as filed in PubChem BioAssay.
